DT40 TDP1 no CPT: qHTS for Inhibitors of human tyrosyl-DNA phosphodiesterase 1 (TDP1): qHTS in cells in absence of CPT. AID 686978, 2013. Potency, µM (highest dose often 46.2 µM), inactives show top-dose activity change, negative = growth inhibition, hits mostly inhibitors. 420,000 tested, 15% active. DT40 Tdp1-/- hTDP1 cells, no CPT, ATP luminescence, 48 h; note: nearly all actives have a fitted effect of over 55% in size
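Luminescent ATP content (CellTiter-Glo) served as the growth readout. Knockout chicken DT40 cells expressing human TDP1 were exposed to compounds without camptothecin for a minimum 48 hr at 37 °C.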
KAT2A inh: blocks human GCN5L2 histone acetyltransferase. Q92830. GCN5L2 HAT assay, ThioGlo1 CoA-SH fluorescence. Potency, µM (top dose mostly 58.9 µM), without a hit: at the highest dose activity change, negative = inhibition, usual class: inhibitors. 390,000 tested, 0.21% active
Target sequence (Q92830 whole entry, looked up): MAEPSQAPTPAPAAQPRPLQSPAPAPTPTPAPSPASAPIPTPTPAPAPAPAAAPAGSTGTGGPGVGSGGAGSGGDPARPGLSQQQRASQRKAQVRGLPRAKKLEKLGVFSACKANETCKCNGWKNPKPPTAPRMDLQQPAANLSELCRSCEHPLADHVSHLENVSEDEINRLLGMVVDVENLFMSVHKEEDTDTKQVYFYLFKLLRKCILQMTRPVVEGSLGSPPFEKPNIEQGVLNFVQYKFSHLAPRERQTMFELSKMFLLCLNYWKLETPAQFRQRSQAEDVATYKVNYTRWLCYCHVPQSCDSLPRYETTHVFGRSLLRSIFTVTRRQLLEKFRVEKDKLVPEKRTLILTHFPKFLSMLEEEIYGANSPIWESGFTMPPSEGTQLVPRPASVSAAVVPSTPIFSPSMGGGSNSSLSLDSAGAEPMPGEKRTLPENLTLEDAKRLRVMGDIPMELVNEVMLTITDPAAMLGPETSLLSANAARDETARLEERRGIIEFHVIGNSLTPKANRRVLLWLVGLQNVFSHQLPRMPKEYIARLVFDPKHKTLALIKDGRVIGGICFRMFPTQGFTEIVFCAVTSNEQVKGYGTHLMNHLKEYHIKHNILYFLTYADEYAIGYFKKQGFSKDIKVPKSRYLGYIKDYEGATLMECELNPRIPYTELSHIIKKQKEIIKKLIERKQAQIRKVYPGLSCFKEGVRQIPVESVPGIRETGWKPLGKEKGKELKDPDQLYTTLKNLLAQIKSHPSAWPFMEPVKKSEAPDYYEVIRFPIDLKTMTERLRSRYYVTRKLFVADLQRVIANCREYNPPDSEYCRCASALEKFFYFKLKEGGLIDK
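Enzyme at 20nM final was mixed with library compounds for 15 min at room temperature. Peptide H3(1-25) at 75uM, acetyl-CoA at 70uM and ThioGlo1 at 50uM were then added. Plates were read immediately and after 20 min (Ex340nm/Em540nm).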
TDP1 block: blocks human tyrosyl-DNA phosphodiesterase 1 | Q9NUW8 | recombinant TDP1, AlphaScreen DNA substrate cleavage | Potency, µM (top dose mostly 130 µM), inactives show top-dose activity change, negative = inhibition, actives largely listed as inhibitors | 350,000 tested, 0.28% active | AID 485290; note: nearly all actives have a fitted effect of over 40% in size
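Tdp1 1 nM final; 15 min RT w/ cpd; substrate 15 nM, 5 min; beads 10 ug/ml, 10 min; AlphaScreen read. Neg ctrl: no enzyme.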
Starred values were filed as active, the others as inactive; ? = inconclusive; / = no result given; & = joins results of further samples. Calls come from the whole dose curve; as a rule, active = well fitted curve in the direction sought with a large enough effect; inconclusive = small, poorly fitted or top-dose-only effect, or another doubt; inactive = no such curve, though single readings can be large; an effect the other way counts as inactive or inconclusive. % is set by controls: 0 for no effect and ±100 for the full control effect; potency is the fitted concentration of half-maximal effect.

cpd	SMILES	DT40 TDP1 no CPT	TDP1 block	KAT2A inh
1	COc1ccc(C(=O)N(Cc2ccccc2)Cc2ccc(OC)c(COc3ccc(NC(C)=O)cc3)c2)cc1	22.4µM*	0.5%	/
2	Nc1nnc(SCC(=O)N2CCc3ccccc32)n1-c1ccccc1	-8.4%	7.2%	-0.5%
3	Cc1ccc(S(=O)(=O)N2CCCCC2)cc1NC(=O)c1ccccn1	-29.9%	0.6%	-7.0%
4	Cc1cc(N/N=C/c2ccccc2O)nc(N2CCOCC2)n1	?	2.7%	-6.6%
5	Cc1cc(C)c(CN2CCC(N3CCC(C(=O)NCC4CCCO4)CC3)CC2)cc1C (stereo unspecified)	?	2.7%	-3.8%
6	OC1CCC2Cc3ccccc3N=C12 (stereo unspecified)	-23.9%	10.7%	/
7	Cc1cccc(C)c1NC(=O)CN(C)C(=O)c1ccc(-c2cccc(C(F)(F)F)c2)o1	?	-7.5%	-2.5%
8	CNC(=O)CN1C(=O)CSc2ncccc21	-19.1%	2.9%	-3.3%
9	NNC(=O)c1[nH]c2ccc(Br)cc2c1-c1ccccc1	23.1µM*	0.0%	-1.8%
10	CCOc1ccc(NC(=O)C2CCC(CNc3c(N4CCCCC4)c(=O)c3=O)CC2)cc1 (stereo unspecified)	?	/	-14.4%
11	O=c1c2sc3ccccc3c2n(Cc2cccc(C(F)(F)F)c2)c(=O)n1-c1ccccc1	13µM*	-2.7%	0.8%
12	CCC(C)c1ccc(NC(=S)NCc2ccccn2)cc1 (stereo unspecified)	?	2.6%	1.3%
13	CS(=O)(=O)Nc1cccc(-c2cc(NCc3cccs3)ncn2)c1	-13.9%	/	-5.8%
14	CCOc1ccc(C(=O)Nc2ccccc2C(=O)OCc2cc(=O)n3nc(C4CC4)sc3n2)cc1	-1.0%	3.8%	3.3%
15	CCOc1ccc(N(CC)S(=O)(=O)c2c(C)[nH]c(=O)[nH]c2=O)cc1	-1.0%	/	-11.9%
16	CCCCN(C(=O)c1cc2ccccc2o1)c1c(N)n(CCCC)c(=O)[nH]c1=O	-7.3%	1.7%	-3.2%
17	CC(C)C(NS(=O)(=O)c1cccc2nsnc12)C(=O)NCc1ccco1 (stereo unspecified)	9.3%	/	1.6%
18	COc1cc([C@@H]2c3cc4c(cc3[C@@H](O)[C@H]3COC(=O)[C@H]23)OCO4)cc(OC)c1O[Si](C)(C)C(C)(C)C	14.6µM*	0.0%	-17.6%
19	O=C(CCNS(=O)(=O)c1ccc(Br)s1)NCc1ccc(F)cc1	-17.5%	1.1%	-1.4%
20	Cc1ccc(C(=O)Oc2c(S(=O)(=O)c3ccccc3)c(C)nn2-c2ccccc2)cc1	-5.1%	5.0%	-8.3%
21	Cc1ccc(C(=O)NCC2CCCN2S(=O)(=O)c2ccc(C)cc2)cc1 (stereo unspecified)	?	0.4%	-1.7%
22	CCNc1c(N)c(=O)oc2ccccc12	0.1%	0.0%	0.1%
23	O=C(N/N=C/c1ccccc1O)C1SCCCS1	6.51µM*	3.0%	-2.4%
24	CCCCCC[N+](C)(C)CCSSCC[N+](C)(C)CCCCCC	-4.6%	/	-0.2%
25	CCOC(=O)c1[nH]c(C)c(CCC(=O)Nc2c(C)cc(C)cc2C)c1C	20.6µM*	5.4%	-6.3%
26	COCCn1c(=NC(=O)CSCC(=O)N2CCOCC2)sc2cc(C)ccc21	?	3.2%	-13.9%
27	CCN(CC)S(=O)(=O)c1ccc2c(c1)nc(CN(C)C(=O)c1cccc(Cl)c1)n2C	-27.4%	-3.8%	3.0%
28	COc1ccc(OCCN2CCN(S(=O)(=O)c3ccccc3C#N)CC2)cc1	?	7.2%	?
29	COc1ccccc1NS(=O)(=O)c1cc(NC(=O)c2sccc2C)ccc1N1CCOCC1	?	3.8%	-11.0%
30	COCCCNC(=O)Cn1nnc(-c2ccc(NC(=O)c3ccc(F)cc3)cc2)n1	-12.8%	4.2%	-5.1%
31	COC(=O)c1ccc(CSc2nc3ccccc3c(=O)n2-c2ccccc2)o1	?	3.0%	-6.6%
32	CC(C(=O)c1ccc(-c2ccccc2)cc1)[n+]1cccc(Br)c1 (stereo unspecified)	?	/	-2.6%
33	Cc1c(C(=O)Nn2cnnc2)oc2ccccc12	10.7%	-6.5%	-0.7%
34	COc1ccc(S(=O)(=O)N2CCOCC2)cc1NC(=O)[C@@H]1CCCN1C(=O)c1cccs1	-13.5%	2.7%	-2.7%
35	CCN(CC)S(=O)(=O)c1ccc(N2CCOCC2)c(NCC(=O)Nc2ccc(F)cc2)c1	-14.9%	-5.0%	-10.2%
36	COc1ccc(C)cc1NC(=O)CSc1nnc(-c2ccc(C)cc2)o1	?	7.4%	-5.3%
37	CS(=O)(=O)Nn1cnc2ccccc2c1=O	-4.6%	-4.7%	0.7%
38	CCOC(=O)n1c(=O)[nH]c2ccc(Br)cc21	18.4µM*	0.0%	2.2%
39	COC(=O)c1cc(-c2ccc3c(c2)OCO3)nc2ccccc12	-29.2%	?	-13.6%
40	Cc1ccc(NC(=O)C/C(N)=N/O)cc1C	-10.6%	4.0%	-5.6%
41	CC(=O)Nc1c(N)[nH]c(=O)n(C)c1=O	/	1.0%	-6.3%
42	CN(C)S(=O)(=O)c1cccc(C(=O)OCC(=O)NC2CCCc3ccccc32)c1 (stereo unspecified)	-2.7%	0.0%	0.4%
43	CC(CS(=O)(=O)c1ccc2c(c1)NC(=O)CS2)C(=O)NCc1ccccc1Cl (stereo unspecified)	-1.0%	8.91µM*	-11.0%
44	Cc1ccc(-c2cc(C(=O)N3CCc4ccccc4C3)no2)cc1	21.4%	-1.2%	2.3%
45	Cc1cccc(OCC(=O)NC(Cc2c[nH]c3ccccc23)C(=O)O)c1C (stereo unspecified)	-3.9%&1.8%	1.1%	-7.9%&3.7%
46	CNC(=O)c1ccc(-c2cc(C(F)(F)F)nn2C)s1	-21.5%	5.7%	-5.9%
47	COc1ccc(NC(=O)CSc2nnc(C)n2C2CC2)cc1S(=O)(=O)N1CCOCC1	7.2%	0.1%	-1.4%
48	O=C(CSc1ccc2nnc(-c3cccnc3)n2n1)N1CCOCC1	-5.2%	1.3%	-0.7%
49	C=C(C)COc1ccc2c(C)c(CCC(=O)NC3CC3)c(=O)oc2c1	?	0.6%	?
50	Cc1cc2c(cc1C)NC(CC(=O)Nc1ccccc1)C(=O)N2 (stereo unspecified)	25.9µM*	/	-1.1%

Next section.
cpd	SMILES	DT40 TDP1 no CPT	TDP1 block	KAT2A inh
51	COc1ccc(C(=O)N2CCC3(CCCN(Cc4ccccc4OC)C3)CC2)cc1	-14.5%	/	-11.7%
52	CCOC(=O)C1=C(C)NC(=O)NC1c1ccc(-c2ccccc2F)o1 (stereo unspecified)	0.3%	4.7%	0.0%
53	O=C(CN1C(=O)C(=O)N(Cc2ccco2)C1=O)Nc1ccc(F)c(F)c1F	10.8%	0.1%	-3.4%
54	Cc1cc(C)nc(N2CCC(C(=O)NCCc3ccccc3)CC2)n1	9.2µM*	-3.1%	3.0%
55	Cc1cc(Oc2ccccc2)nc(-c2ccccc2)n1	-10.9%	-5.8%	-10.5%
56	CCCCn1c(SCC(=O)NCc2cccs2)nc2c1c(=O)n(C)c(=O)n2C	-13.2%	3.0%	-6.7%
57	CCOC(=O)C1CCCN(C(=O)c2ccc(OC(C)=O)cc2)C1 (stereo unspecified)	-4.0%	6.9%	-1.9%
58	CCOc1ccccc1NC(=O)COC(=O)c1c(CC)noc1C	-22.4%	-3.3%	-4.3%
59	C1=CC(c2cc3ccccc3o2)OC(CCc2ccccc2)C1 (stereo unspecified)	-10.0%	/	-2.9%
60	CCC(=O)c1ccc(N2CCN(C(=O)c3ccccc3F)CC2)c(F)c1	20.6µM*	7.9%	-0.3%
61	Cc1ccc(NC(=O)CSc2nnc(C3CC3)n2CC2CCCO2)c(C)c1 (stereo unspecified)	-4.5%	-5.2%	-1.0%
62	COc1ccc(COC(=O)N/N=C(\C)CC(=O)Nc2ccc(Cl)cn2)cc1	-1.3%	/	-3.7%
63	CCOc1ccc(N2CC(C(=O)Nc3ccccc3OC)CC2=O)cc1 (stereo unspecified)	?	2.6%	-0.5%
64	O=C(CNC(=O)c1ccccc1F)OCC(=O)N1CCCCC1	1.8%	5.7%	-5.9%
65	CCOc1ccccc1C1CC(c2ccc(Br)cc2)Nc2nc(N)nn21 (stereo unspecified)	?	2.6%	-12.1%
66	CCOc1ccc(N(CC(=O)NCCOc2ccc(C)cc2)S(=O)(=O)c2ccccc2)cc1	?	0.7%	-5.3%
67	Cc1ccc(-n2c(SCC(=O)N/N=C/C=C/c3ccccc3[N+](=O)[O-])nc3ccccc3c2=O)cc1	?	0.0%	-5.3%
68	COC(=O)c1cccc(N(C(=O)c2cnccn2)C(C(=O)NCc2ccccc2)c2ccco2)c1 (stereo unspecified)	-8.2%	1.9%	-6.6%
69	O=C(O)C1CC=CCC1C(=O)NNc1c(Cl)cc(Cl)cc1Cl (stereo unspecified)	?	0.0%	-4.8%
70	COc1ccc(CCNC(=O)CNCCc2ccc(F)cc2)cc1	?	/	26.6%
71	CN(C)c1ccc(/C=C2\SC(=O)N(CCc3nnc(N)s3)C2=O)cc1	?	/	-11.9%
72	CCOc1ccccc1N(C)C(=O)c1cc2c(s1)-c1ccccc1OC2	16.4µM*	3.9%	-18.4%
73	CC(=O)N1CCCc2cc(S(=O)(=O)Nc3ccc(C)cc3C)ccc21	-21.6%	2.6%	-0.8%
74	COc1cc2ccccc2cc1C(=O)NC(=S)Nc1cccc(C(=O)O)c1C	-6.6%	/	-5.4%
75	N#Cc1cnn2c3c(cnc12)C(=O)N1CCc2ccccc2C1C3 (stereo unspecified)	?	-0.5%	-10.9%
76	C[C@H]1CN=C(N(C)C)N1CC1CCC(C(C)(C)C)CC1 (stereo partly specified)	11.6µM*	/	-3.3%
77	CCCN1C2CCCC1CC(NC(=O)c1ccccc1)C2 (stereo unspecified)	-1.8%	-14.3%	-15.1%
78	CC1CCN(CCC(=O)Nc2ccccc2)CC1	-1.2%	5.1%	2.4%
79	Cc1ccc(S(=O)(=O)N2CCN(CC(=O)N(CC(C)C)c3c(N)n(CC(C)C)c(=O)[nH]c3=O)CC2)c(C)c1	-29.7%	4.6%	-5.8%
80	Cc1nn(CCCC(=O)NCc2cccc(Cl)c2)c(=O)c2c1sc1ccccc12	?	-5.7%	-16.8%
81	CCN=C1Sc2nc3ccc(OCC)cc3cc2CN1CCOC	?	-3.4%	0.0%
82	CCn1c(/C=C/N(C(C)=O)c2ccccc2)[n+](CC)c2ccc(Cl)cc21	14.6µM*	0.0%	-5.9%
83	CCOC(=O)C1=C(CNC2CCCCC2)NC(=O)NC1c1cc(C)ccc1C (stereo unspecified)	20.6µM*	9.3%	-10.6%
84	C[C@H](CO)N1C[C@H](C)[C@@H](CN(C)C(=O)Nc2ccc(C(F)(F)F)cc2)Oc2c(cccc2N(C)C)C1=O	23.1µM*	0.1%	-4.6%
85	CCOC(=O)C(=CNCC(=O)OC)C(=O)OCC	-13.8%	5.6%	-0.3%
86	Cc1cc(NS(=O)(=O)c2ccc(NC(=S)NC(=O)/C=C/c3ccccc3)cc2)no1	-15.8%	/	-8.8%
87	CCCCN1C(=O)c2[nH]nc(-c3ccccc3O)c2C1c1ccc(OCc2ccccc2)c(OC)c1 (stereo unspecified)	20.6µM*	8.6%	-6.6%
88	CCOc1cc(/C=C2/NC(=O)N(CC(=O)OC)C2=O)ccc1OC	-4.4%	2.3%	-10.6%
89	S=C(NCc1ccccc1)Nc1ccc2ccccc2c1	2.1%	5.2%	-1.1%
90	COc1cccc(/C=C(\C#N)c2nc3ccccc3[nH]2)c1OCC(=O)O	11.1%	/	-4.8%

From compound 89 to 90, copied from above:
cpd	SMILES	DT40 TDP1 no CPT	TDP1 block	KAT2A inh
89	S=C(NCc1ccccc1)Nc1ccc2ccccc2c1	2.1%	5.2%	-1.1%
90	COc1cccc(/C=C(\C#N)c2nc3ccccc3[nH]2)c1OCC(=O)O	11.1%	/	-4.8%

The list continues:
cpd	SMILES	DT40 TDP1 no CPT	TDP1 block	KAT2A inh
91	O=C(NC1CCCCCC1)c1ccc2c(c1)sc1nc(-c3ccc(F)cc3)cn12	6.51µM*	-2.6%	-0.5%
92	Cc1cc(=O)oc2cc(OCC(=O)OCC(=O)NC(=O)NC(C)C)ccc12	5.1%	2.4%	-5.9%
93	Cc1ccc(NC(=O)Nc2nnc(CSCCOc3ccc(Cl)cc3)s2)cc1	?	2.7%	-0.8%
94	O=C(NCCN1CCOCC1)c1cccc(NS(=O)(=O)c2ccc(Br)cc2)c1	-8.3%	/	12.9%
95	Cc1ccc2c(Cl)c(C(=O)NCCc3ccccc3)sc2c1	?	-10.7%	1.4%
96	O=C(CN1C(=O)C2CC=CCC2C1=O)OCC(=O)c1ccc(Cl)c([N+](=O)[O-])c1 (stereo unspecified)	?	2.5%	-23.4%

High-throughput results from PubChem BioAssay.

An excerpt (hit frequency here may not be typical).
